Bioassay records deposited in PubChem BioAssay by several laboratories.
BaF3 tox: parental Ba/F3 cell viability inhibition, counter-screen for JAK2V617F inhibitor project, murine pro-B, CellTiter-Glo luminescence; inhibition, % at 5.6 µM; AID 1486, 2009; CellTiter-Glo ATP luminescence; actives 1.1% (n = 220,000);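 active = inhibition above a per-campaign cutoff, the mean inhibition of all tested compounds plus 3 SD, cut at about 27% in these data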;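 also: 0% = DMSO wells and 100% = JAK Inhibitor I control wells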
S1P4 agonist: S1P4 receptor agonists, primary screen, cell-based | Sphingosine 1-phosphate receptor 4 (Homo sapiens), O95977 | actives 0.35% (n = 220,000) | S1P4-expressing cell line, agonist reporter assay | activation, % at 4.98 µM | AID 1509, 2009; in the data active = activation above about 11%;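 also: 0% = DMSO vehicle and 100% = reference agonist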
Mdm2 ligase inh: MDM2-luciferase reporter signal enhancers, primary screen, MDM2 E3 ligase inhibitor project, cell-based, luminescence, 1536-well. cell-based MDM2 ubiquitination luciferase reporter, 2 h; 0 = plate control, 100 = twice control, blank-subtracted. signal enhancement, % at 5 µM. actives 0.11% (n = 210,000). AID 1230, 2008;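 active = signal enhancement of 30% or more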;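 also: luminescence tracks abundance of the self-degrading MDM2-luciferase fusion protein; higher signal means inhibition of MDM2 E3 ligase activity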
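Assay system: stable mammalian line carrying autodegrading MDM2–luciferase fusion reporter; amount: 2000 cells seeded into each well; buffer or medium: DMEM; benchmarks: plate control and blank wells; signal: luciferase luminescence; timing: 2 h compound exposure at 37 °C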
eIF4E-4G inh: eIF4E–eIF4G protein interaction inhibitors, primary screen, biochemical, uHTS, TR-FRET, eIF4GI fragment | Eukaryotic translation initiation factor 4E (Mus musculus) + Eukaryotic translation … | TR-FRET eIF4E-eIF4GI(517-606) binding, 2 h | inhibition, % at 21.7 µM | actives 0.37% (n = 220,000) | AID 782, 2007;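 active = inhibition above about 30%, limit read from the data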;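 also: 0% = full FRET control wells and 100% = background wells lacking eIF4GI fragment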
NPY2 pot ag: NPY-Y2 potentiators or agonists, primary screen, cell-based; activation, % at 3.6 µM; actives 0.45% (n = 220,000); cells expressing NPY-Y2, potentiator/agonist read-out; Neuropeptide Y receptor type 2 (Homo sapiens), P49146; AID 1359, 2008; in the data active = activation above about 27%;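 also: cells stimulated with NPY near EC25 plus isoproterenol at EC100; 0% = vehicle plus submaximal agonist and 100% = vehicle plus saturating agonist; some results beyond the cut were filed as inactive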
Wee1 degr inh: Wee1 degradation inhibitors, primary screen, cell-based, HeLa, Wee1K328M-luciferase, luminescence; Wee1-like protein kinase (Homo sapiens), P30291; HeLa Luc-Wee1K328M stability; 100% = proteasome inhibitor MG132 effect; reporter increase, % at 5 µM; actives 1.2% (n = 220,000); AID 1321, 2008;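 active = activation above the mean of all tested compounds plus 3 SD, set per screening run, cut at about 8.8% in these data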;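 also: cells exposed to compound for 20 h before luminescence read; 0% = DMSO alone and 100% = MG132 at 30 µM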
Ba/F3 V617F tox: reduced viability of JAK2V617F-dependent Ba/F3 cells, primary screen, JAK2V617F inhibitor project, cell-based, Ba/F3 EpoR-JAK2V617F, luminescence; inhibition, % at 5.6 µM; actives 1.1% (n = 220,000); ATP luminescence;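 active = inhibition above the campaign mean plus 3 SD over all tested compounds, cut at about 24% in these data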;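 also: cytokine-independent growth of Ba/F3 cells driven by EpoR plus mutant JAK2; 0% = DMSO-treated cells and 100% = JAK inhibitor I control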
PERK inh: block of dimerizer-induced PERK translation repression, primary screen, PERK inhibitor project, CHO PERK-DD cells, SEAP luminescence, HTS; CHO PERK-DD fusion, SEAP luminescence translation reporter; actives 0.17% (n = 220,000); inhibition, % at 5.6 µM;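 active = inhibition above the mean inhibition of all tested compounds plus 3 SD, set separately per screening campaign, cut at about 2.9% in these data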;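 also: PERK kinase domain activated by AP20187 dimerizer at 100 nM; 0% = DMSO with dimerizer and 100% = rapamycin at 8.4 µM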
S1P4 antagonist: S1P4 receptor antagonists, primary screen, cell-based; Sphingosine 1-phosphate receptor 4 (Homo sapiens), O95977; S1P4-expressing cells, antagonist mode, reporter read-out; inhibition, % at 4.98 µM; actives 0.26% (n = 220,000); AID 1510, 2009; in the data active = inhibition above about 29%;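 also: 0% = wells stimulated with agonist and 100% = vehicle wells without agonist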
An asterisk follows results filed as active; · = not tested or not shown; [ ] = another dose, or the depositor's remark.

Assay codes: A = BaF3 tox; B = S1P4 agonist; C = Mdm2 ligase inh; D = eIF4E-4G inh; E = NPY2 pot ag; F = Wee1 degr inh; G = Ba/F3 V617F tox; H = PERK inh; I = S1P4 antagonist
COc1cccc(CNn2cn[nH]c2=S)c1OCc1ccccc1
  A: 5 | B: 0.1 | C: -6 | D: 1 | E: 2 | F: 1 | G: -1 | H: 1.6 | I: -3

N#C/C(C(=O)Oc1ccccc1)=C1\C=CC=CN1
  A: 3 | B: 0.8 | C: -14 | D: -5 | E: -5 | F: 2 | G: 2 | H: 0.8 | I: -8

Cc1cc(C(=O)CSc2cccc[n+]2[O-])c(C)n1-c1ccc(OC(F)F)cc1
  A: -2 | B: 0.7 | C: · | D: -8 | E: -1 | F: 2 | G: 4 | H: 0.1 | I: -8

Fc1ccc(NC(=S)Nc2ccccc2Cl)cc1
  A: 3 | B: 1.6 | C: · | D: 5 | E: 8 | F: 1 | G: 2 | H: 0.3 | I: 7

CCC(=O)Oc1ccc(-c2cnc3ccccc3n2)cc1
  A: 4 | B: 0.6 | C: -22 | D: -10 | E: -8 | F: 2 | G: 0 | H: 2.2 | I: -3

CN(c1ccccc1)S(=O)(=O)c1cccc(NC(=O)CN2CCc3ccccc3C2)c1
  A: 5 | B: 1.7 | C: -11 | D: -5 | E: 1 | F: 3 | G: -1 | H: -0.4 | I: -7

CCOc1ccccc1OCCOc1ccccc1CC
  A: -3 | B: 1.5 | C: 2 | D: -1 | E: -12 | F: 1 | G: -1 | H: 0.7 | I: -11

CC1(C)Cc2c(c(N3CCCC3)[nH]c(=S)c2C#N)CO1
  A: 1 | B: 0.8 | C: -18 | D: -4 | E: 14 | F: -2 | G: -2 | H: -0.2 | I: -11

C/C(CC(=O)Nc1ccc(Cl)cc1Cl)=N\NC(=O)C(=O)N1CCCC1
  A: 8 | B: 0.6 | C: -4 | D: 0 | E: -2 | F: 3 | G: 0 | H: 0.6 | I: -5

CCOc1ccc(/C=C(\C(=O)O)c2ccc(S(=O)(=O)N3CCOCC3)s2)cc1OC
  A: 3 | B: 1.1 | C: -7 | D: -1[fluorescence artefact?] | E: -9 | F: -1 | G: -2 | H: -0.3 | I: 3

COc1cccc(N2CCN(C(=O)c3ccc4nc(N5CCC(C)CC5)sc4c3)CC2)c1
  A: 0 | B: 1.2 | C: -2 | D: -7 | E: -24 | F: 2 | G: -1 | H: -1.8 | I: 1

Cc1cccc(C(=O)OCc2cc3ccccc3[nH]c2=O)c1
  A: 3 | B: -0.1 | C: -16 | D: -7[fluorescence artefact?] | E: -8 | F: 1 | G: -2 | H: 0.9 | I: -13

CCOc1ccc(-c2cc(C(=O)NCCCn3ccnc3)c3ccccc3n2)cc1
  A: 9 | B: -1.1 | C: -8 | D: 4 | E: -12 | F: -1 | G: 3 | H: -0.8 | I: 20

Cc1ccc(C)c(C(=O)Cn2ncc(Cl)c(Cl)c2=O)c1
  A: 2 | B: 0.4 | C: -19 | D: -2 | E: -10 | F: -2 | G: 12 | H: -1.3 | I: 67*

CC(C)C(NC(=O)C12CC3CC(CC(C3)C1)C2)C(=O)N/N=C/C1=C(N2CCOCC2)C(=C\c2ccc([N+](=O)[O-])cc2)/CC1 (stereo not drawn)
  A: 6 | B: 1.4 | C: -4 | D: 0 | E: 2 | F: -3 | G: 0 | H: 1.2 | I: -15

O=C(CSc1nnc2n(C3CCCC3)c(=O)c3ccccc3n12)N1CCCCCC1
  A: 7 | B: 1.2 | C: -8 | D: 0 | E: 86* | F: -5 | G: 15 | H: -0.6 | I: -12

CCN1CCN(c2ncnc3c2nnn3Cc2ccccc2)CC1
  A: 3 | B: 0.1 | C: -4 | D: -4[fluorescence artefact?] | E: -4 | F: 0 | G: -1 | H: -1.1 | I: 12

CCN1CCCC1CNC(=O)COc1cc(=O)n(C)c2ccccc12 (stereo not drawn)
  A: 0 | B: 0.6 | C: -4 | D: -1 | E: -11 | F: 1 | G: -1 | H: 1.1 | I: 0

CC(C)Oc1ccc(C(=O)NC2(C(F)(F)F)N=C3SCCN3C2=O)cc1 (stereo not drawn)
  A: 7 | B: 2.2 | C: -14 | D: 0[fluorescence artefact?] | E: 6 | F: 1 | G: 4 | H: -0.1 | I: 10

COc1ccc(-n2nnc3c(=O)n(CC(=O)N4CCCc5ccccc54)cnc32)cc1
  A: 6 | B: -0.9 | C: · | D: · | E: -10 | F: -2 | G: 1 | H: 1.2 | I: 7

Cc1cc(C(F)(F)F)nn1CC(=O)Nc1cccnc1
  A: -1 | B: -0.2 | C: 1 | D: 5 | E: 22 | F: 1 | G: -4 | H: -1.2 | I: 3

O=C(Nc1ccc(Br)cc1)c1ccc(Br)c(S(=O)(=O)Nc2cccnc2)c1
  A: -1 | B: -0.1 | C: -5 | D: -3 | E: 12 | F: 0 | G: -4 | H: 0.1 | I: -9

Cc1cccc(C)c1NC(=O)C(c1cccs1)N(Cc1ccco1)C(=O)Cn1nnc2ccccc21 (stereo not drawn)
  A: 4 | B: -1.1 | C: 1 | D: -5 | E: -1 | F: -1 | G: -2 | H: 0.1 | I: 1

NC(=O)c1cc(NC(=O)CCCc2nc3ccccc3s2)cc(C(N)=O)c1
  A: 2 | B: 0.6 | C: -12 | D: -6 | E: -6 | F: 1 | G: -1 | H: 1.3 | I: 1

Cc1ccccc1NC(=O)c1ccc(NS(=O)(=O)c2cc(C(C)(C)C)cc(C)c2C)cc1
  A: 3 | B: 2.0 | C: -9 | D: 3[fluorescence artefact?] | E: 11 | F: 1 | G: 2 | H: -0.1 | I: -31

Record cards, as listed above. Screens in order: BaF3 tox, S1P4 agonist, Mdm2 ligase inh, eIF4E-4G inh, NPY2 pot ag, Wee1 degr inh, Ba/F3 V617F tox, PERK inh, S1P4 antagonist
CCOc1ccc(/C=C(\C(=O)O)c2ccc(S(=O)(=O)N3CCOCC3)s2)cc1OC as listed: 3, 1.1, -7, -1[fluorescence artefact?], -9, -1, -2, -0.3, 3
CC1(C)Cc2c(c(N3CCCC3)[nH]c(=S)c2C#N)CO1 as listed: 1, 0.8, -18, -4, 14, -2, -2, -0.2, -11
C/C(CC(=O)Nc1ccc(Cl)cc1Cl)=N\NC(=O)C(=O)N1CCCC1 as listed: 8, 0.6, -4, 0, -2, 3, 0, 0.6, -5
COc1cccc(CNn2cn[nH]c2=S)c1OCc1ccccc1 as listed: 5, 0.1, -6, 1, 2, 1, -1, 1.6, -3
CCN1CCN(c2ncnc3c2nnn3Cc2ccccc2)CC1 as listed: 3, 0.1, -4, -4[fluorescence artefact?], -4, 0, -1, -1.1, 12

Next section
Assay codes: A = BaF3 tox; B = S1P4 agonist; C = Mdm2 ligase inh; D = eIF4E-4G inh; E = NPY2 pot ag; F = Wee1 degr inh; G = Ba/F3 V617F tox; H = PERK inh; I = S1P4 antagonist
CCn1c(CNC(=O)COC)nc2ccccc21
  A: 6 | B: -5.1 | C: 0 | D: 1 | E: -5 | F: -2 | G: 1 | H: 1.5 | I: 9

COc1ccccc1NC(=O)CN1CCC(n2nnc3cc(F)ccc32)CC1
  A: 1 | B: 0.3 | C: -9 | D: -20 | E: -10 | F: 0 | G: -2 | H: -0.4 | I: -11

COC(=O)CSc1nnc(-c2cccnc2)o1
  A: 5 | B: 0.1 | C: -3 | D: 0 | E: 7 | F: -1 | G: -1 | H: 0.6 | I: -18

CS(=O)(=O)Nc1ccc(C(=O)Nc2cccc([N+](=O)[O-])c2)cc1
  A: 4 | B: -0.5 | C: 2 | D: -4 | E: -8 | F: 0 | G: 5 | H: -1.0 | I: -5

CCC(/C=C1\Sc2ccc(OC)cc2N1CCO)=C\c1sc2ccc(OC)cc2[n+]1CCO
  A: 7 | B: -0.2 | C: -21 | D: -8 | E: -1 | F: -4 | G: 3 | H: -0.5 | I: 3

Cc1ccc(S(=O)(=O)N2CCOC2CNC(=O)C(=O)NCCc2ccccc2)cc1 (stereo not drawn)
  A: 0 | B: 0.0 | C: 3 | D: -7 | E: 12 | F: -1 | G: -3 | H: -0.1 | I: -1

O=c1c(CN2CCN(Cc3ccccc3)CC2)coc2ccc(Cl)cc12
  A: 3 | B: 3.9 | C: -7 | D: 4 | E: -6 | F: -2 | G: -4 | H: 0.1 | I: -42

COc1ccc(C(C)=O)cc1CSc1nnc2c(Cl)cc(Cl)cn12
  A: 4 | B: 1.3 | C: -1 | D: 6 | E: 14 | F: -4 | G: -1 | H: -0.1 | I: -3

CCOC(=O)c1sc(NC(=O)c2cc(-c3cccc(O)c3)on2)c(C(=O)OCC)c1C
  A: 6 | B: 1.5 | C: · | D: 5 | E: 3 | F: 0 | G: -4 | H: 1.4 | I: 4

Cc1cc(C(=O)Cn2nnc3ccccc3c2=O)c(C)n1-c1c(C)n(C)n(-c2ccccc2)c1=O
  A: -1 | B: 0.7 | C: -12 | D: 1 | E: 1 | F: -1 | G: 2 | H: -1.2 | I: -12

CCOC(=O)CSc1nc2cc(C)ccc2cc1C#N
  A: 6 | B: -0.3 | C: -7 | D: 4 | E: -16 | F: 3 | G: 3 | H: 0.3 | I: 4

CCCOc1ccc(N)cc1N
  A: 2 | B: 0.7 | C: · | D: 14[fluorescence artefact?] | E: 5 | F: 0 | G: -3 | H: -1.4 | I: 2

Cc1cc2nccc(-c3ccccn3)n2n1
  A: 0 | B: 0.2 | C: -3 | D: 5 | E: 4 | F: -2 | G: -2 | H: -0.2 | I: -2

CCC1c2ccc(C)n2CCN1C(=O)Nc1ccccc1OC (stereo not drawn)
  A: 0 | B: 1.9 | C: 7 | D: -3[fluorescence artefact?] | E: -14 | F: 2 | G: -3 | H: -0.8 | I: -10

CC(=O)Nc1cccc2c1C(=O)N(c1cccc(OC(C)=O)c1)C2=O
  A: 0 | B: 1.4 | C: -13 | D: 3 | E: -9 | F: -3 | G: -5 | H: 0.1 | I: 3

CCOC(=O)N1CCC(NC(=O)C2CCN(C(=O)N3CC(C)Oc4ccccc43)CC2)CC1 (stereo not drawn)
  A: 5 | B: -0.8 | C: -10 | D: 2 | E: 8 | F: 0 | G: -3 | H: -0.3 | I: -6

CCOc1cc(/C=N/NC(=O)c2cccnc2)ccc1O
  A: -1 | B: 0.2 | C: -81 | D: 8 | E: -7 | F: 0 | G: 1 | H: 0.9 | I: 3

COc1ccc2[nH]c3c(c2c1)CN(C)CC3
  A: -4 | B: -0.3 | C: -23 | D: 3 | E: -6 | F: 0 | G: -2 | H: 1.0 | I: 3

CN(C)Cc1ccc(F)cc1Sc1ccc(Cl)cc1Cl
  A: 3 | B: 0.5 | C: -19 | D: -8 | E: -21 | F: -1 | G: 5 | H: -0.2 | I: 11

CC(C)CN(CC(C)C)C(=O)Nc1cccc([N+](=O)[O-])c1
  A: 6 | B: 2.6 | C: -9 | D: 1 | E: 16 | F: 2 | G: -2 | H: 1.1 | I: -7

O=C(Nc1ccc2oc(-c3cccnc3)nc2c1)c1cc2ccccc2o1
  A: 1 | B: 0.5 | C: 5 | D: -9 | E: -13 | F: 6 | G: -1 | H: -0.1 | I: 9
